# MPTP block: inhibitors of mitochondrial permeability transition pore; isolated mouse mitochondria, Ca2+ swelling absorbance, 30 min; inhibition, % at 10 µM; hit rate 1.4% among 360,000; AID 602449;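 active = inhibition of 50% or more, scaled per plate between neutral and stimulator controls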;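 note: 0% = DMSO wells given calcium and 100% = 1 mM EGTA wells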
# hIAP block: human IAP inhibition. P09923. inhibition, % at 10 µM. purified IAP, CDP-Star luminescence, 30 min. AID 2544. hit rate 0.12% among 330,000;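 active = inhibition reaching a set limit with compound at 10 µM in the primary screen, cut at about 35% in these data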;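 note: plate controls were DMSO wells with enzyme for no effect and no-enzyme buffer wells for full effect; values of inactives mirror those of a sister screen read the other way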
# Target sequence (P09923 whole entry, looked up): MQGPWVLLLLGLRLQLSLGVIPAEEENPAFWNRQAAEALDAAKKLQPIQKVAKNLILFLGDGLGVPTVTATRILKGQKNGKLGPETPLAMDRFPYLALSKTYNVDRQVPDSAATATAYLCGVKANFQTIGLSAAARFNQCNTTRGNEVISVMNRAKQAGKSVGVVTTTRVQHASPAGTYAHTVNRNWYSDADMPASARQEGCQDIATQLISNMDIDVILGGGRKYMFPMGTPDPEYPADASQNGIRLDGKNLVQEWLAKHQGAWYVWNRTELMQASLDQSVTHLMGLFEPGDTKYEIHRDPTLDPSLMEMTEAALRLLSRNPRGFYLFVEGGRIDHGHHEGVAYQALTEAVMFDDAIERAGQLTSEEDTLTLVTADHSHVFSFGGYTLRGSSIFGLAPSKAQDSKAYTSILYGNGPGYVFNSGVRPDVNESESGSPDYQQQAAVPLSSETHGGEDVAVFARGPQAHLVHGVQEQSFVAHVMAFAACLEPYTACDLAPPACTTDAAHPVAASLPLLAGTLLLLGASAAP
# A3G deaminase: inhibitors of human APOBEC3G DNA deaminase | inhibition, % at 20 µM | hit rate 0.28% among 330,000 | AID 493012 | recombinant A3G, ssDNA deamination FAM/TAMRA fluorescence | Q9HC16;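 active = inhibition of at least 40% at 20 µM, with no more than 30% in the related APOBEC3A deaminase screen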;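 note: plate controls were DMSO wells with A3G for no effect and wells lacking A3G enzyme for full effect; some compounds called inactive have numbers as strong as hits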
# mIAP activ: mouse IAP activation. muIAP, CDP-Star luminescence, 30 min; hits give high values; 1 = vehicle-only enzyme signal, 0 = enzyme-free wells. activation factor at 10 µM. hit rate 0.24% among 330,000. AID 2805;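 active = activation factor of at least 2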; note: the source names both 10 and 20 µM as test concentration; values of inactives mirror those of a sister screen read the other way
#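 also added = chemiluminescent substrate CDP-Star | test system = mouse IAP enzyme | signal = chemiluminescence readout | compound = DMSO-dissolved test compounds | incubation = 30 min at room temperature | benchmarks = DMSO wells, no-enzyme wells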
# ATG4B inhibitor: inhibitors of human ATG4B cysteine protease | ATG4B cleavage of LC3-PLA2, NBD-HPC fluorescence, 1 h | inhibition, % at 8.33 µM | hit rate 0.51% among 340,000 | AID 504462; in the data active = inhibition above about 40%
# Target sequence (Q9Y4P1 whole entry, looked up): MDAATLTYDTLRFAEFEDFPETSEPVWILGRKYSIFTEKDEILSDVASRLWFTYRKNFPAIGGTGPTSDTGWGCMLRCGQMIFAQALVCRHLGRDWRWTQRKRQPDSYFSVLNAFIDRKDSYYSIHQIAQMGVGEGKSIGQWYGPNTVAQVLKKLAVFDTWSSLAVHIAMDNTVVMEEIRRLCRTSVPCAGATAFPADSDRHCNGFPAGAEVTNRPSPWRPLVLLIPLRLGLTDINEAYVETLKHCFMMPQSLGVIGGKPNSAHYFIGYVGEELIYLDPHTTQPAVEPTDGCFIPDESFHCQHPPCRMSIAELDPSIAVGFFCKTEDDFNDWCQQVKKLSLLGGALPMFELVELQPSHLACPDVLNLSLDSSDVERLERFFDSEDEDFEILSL
# APOBEC3A inh: blocks human APOBEC3A ssDNA deamination | recombinant A3A, FAM/TAMRA ssDNA deamination fluorescence | inhibition, % at 20 µM | hit rate 0.41% among 330,000;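 active = at least 40% inhibition at 20 µM here, with at most 30% in a related deaminase screen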;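 note: plate controls were A3A with DMSO for no effect and wells lacking A3A enzyme for full effect; some results filed as inactive read as strong as hits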
# hIAP activ: human IAP activation | AID 2524 | activation factor at 10 µM | hit rate 0.16% among 330,000 | purified human IAP, CDP-Star luminescence, 30 min; hits give high values; 1 = vehicle-only enzyme, 0 = enzyme-free background | P09923;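 active = activation factor of the enzyme at least 2-fold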; note: the source names both 10 and 20 µM as test concentration; values of inactives mirror those of a sister screen read the other way
# beta cell repl: MIN6 beta-cell proliferation induction; MIN6 cells proliferation, ATPlite luminescence, 48 h; cells starved in 0.2% serum; 100% = growth in 10% serum; proliferation, % at 10 µM; hit rate 0.29% among 330,000;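 active = compounds whose signal lies at least 3.5 SD above the mean of all wells on their plate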;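 note: 0% = DMSO-treated cells in low-serum medium and 100% = 10% serum control; some compounds called inactive have numbers as strong as hits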
# mIAP block: blocks mouse intestinal alkaline phosphatase | purified mouse IAP, CDP-Star luminescence, 30 min | inhibition, % at 10 µM | hit rate 0.2% among 330,000 | AID 2806;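 active = inhibition of at least 40% at 10 µM in the primary screen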;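 note: plate controls were DMSO with enzyme for no effect and no enzyme wells for full effect; values of inactives mirror those of a sister screen read the other way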
# * = called active by the depositor; x = not tested or not shown.
SMILES,MPTP block,hIAP block,A3G deaminase,mIAP activ,ATG4B inhibitor,APOBEC3A inh,hIAP activ,beta cell repl,mIAP block
Cc1cccc(C(=O)NC2C(=O)NNC2c2ccc(Cl)cc2)c1 (centres undefined),1.3,-21,-4,1,-14,1,1.2,-2,-2
CCN(C(=O)COC(=O)Cn1cnc2c1c(=O)n(C)c(=O)n2C)C1CCS(=O)(=O)C1 (centres undefined),0.3,-8,-4,0.95,2,-3,1.1,-3,5
CCN(CC)CCN(C(=O)C1=COCCO1)c1nc2c(OC)ccc(OC)c2s1,-1.4,-6,-7,1,-4,0,1.1,-3,-2
Cc1ccc(S(=O)(=O)n2cnc3cc([N+](=O)[O-])ccc32)cc1C,-2.9,8,0,1,-5,5,0.92,-2,-2
Cc1ccc(S(=O)(=O)/N=S(\C)C(C)C)cc1 (centres undefined),0.6,-5,-3,1.1,6,0,1.1,0,-8
O=C(CSc1nc(=O)n2ccccc2n1)Nc1cccc2ccccc12,-1.4,8,4,1.1,3,6,0.92,-2,-9
CC(C)(CC(=O)O)CC(=O)O,-0.2,7,-1,0.99,-7,-3,0.93,-2,1
COc1ccc(C(=O)OC(C(=O)c2ccccc2)c2ccccc2)cc1 (centres undefined),0.6,-11,-3,0.87,0,-1,1.1,-4,13
COc1ccc(NC(=O)CN2C(=O)C(C)Oc3ccccc32)cc1 (centres undefined),-1.3,5,-6,0.98,-1,-1,0.95,-2,2
O=C(CCCC(=O)c1ccccc1)NCCc1ccccc1,-0.4,-8,-3,0.98,-3,-1,1.1,-4,2
CCc1ccc(CN2CCC(n3nccc3NC(=O)c3ccccc3C)CC2)cc1,-0.3,-19,-1,1.2,2,-4,1.2,-5,-23
COc1ccc(C(=O)O)cc1S(=O)(=O)N1CCCc2ccccc21,-0.4,3,-1,1,1,0,0.97,-1,-3
C=CCOc1c(Br)cc(CNn2cn[nH]c2=S)cc1OC,-2.7,-2,20,1,-1,-2,1,-3,-1
COc1ccc(NC(=O)CSc2nnc(-c3ccccc3)n2Cc2ccco2)c(OC)c1,-0.3,-24,-3,0.95,10,1,1.2,-2,5
C=CCC1NCCc2c(Br)cccc21 (centres undefined),-0.8,0,-2,0.91,11,1,1,-5,9
COc1cccc(C(=O)C2CCCN(Cc3cn(CC(N)=O)c4ccccc34)C2)c1 (centres undefined),-1.0,16,-3,0.99,27,2,0.84,2,1
CC(O)[C@H]1CNC(=O)C(=O)N1CC1CCCCC1 (some centres undefined),-2.2,2,-2,1,-10,-1,0.97,1,-1
CCCC(=O)NCCc1cc(OC)c(OC)cc1Br,-0.5,-16,3,1.1,33,-3,1.2,0,-6
CCOc1cc(/C=N/Nc2nnc(C)n2N)ccc1OC(C)=O,-1.0,-5,-3,1.1,5,-1,1.1,-1,-6
O=C(Nc1cccc(S(=O)(=O)NCc2ccco2)c1)c1cccc(Cl)c1,5.4,-2,-6,0.96,7,-3,1,-2,4
CC(=O)c1ccc(OCC(=O)Nc2ccc3nc(C)sc3c2)cc1,-1.3,-8,-8,1.2,-8,3,1.1,-3,-18
O=C(c1cccnc1)N1CCN(C(=O)c2cccc(Cl)c2)CC1,1.3,-16,5,1,-3,-6,1.2,-2,-4
Cc1noc(C)c1S(=O)(=O)N1CCC(C(=O)N2CCN(C3CCCC3)CC2)CC1,x,-9,-3,0.9,x,1,1.1,-3,10
CCCCNc1nc(C)c(C(C)=O)cc1C#N,-1.4,-6,-6,0.98,-3,1,1.1,-3,2
COC(=O)c1ccc(COC(=O)c2ccc(N(C)C)cc2)cc1,-0.1,-3,-6,0.93,12,-5,1,-2,7
SMILES,MPTP block,hIAP block,A3G deaminase,mIAP activ,ATG4B inhibitor,APOBEC3A inh,hIAP activ,beta cell repl,mIAP block
COC(=O)[C@H](C)NC(=O)c1cc2c(cn1)[nH]c1ccccc12,-1.1,-21,50*,0.91,-9,0,1.2,-5,9
CCOC(=O)N/N=C(C)/C=C/c1ccccc1,0.4,-16,-3,1,-4,-2,1.2,-3,-2
O=C(NC1(C(F)(F)F)NC(=O)N(Cc2cccnc2)C1=O)c1ccc(F)cc1 (centres undefined),2.2,6,0,1.1,-13,0,0.94,-1,-11
Cc1ccc(SCCC(=O)Nc2ccc(Br)c(C)c2)cc1,86*,-28,-4,1.7,13,-1,1.3,-5,-69
COC(=O)c1nn(-c2ccccc2)c(Sc2ccc(OC)cc2)c1/C=N/O,-0.8,-4,-2,1,0,-1,1,6.5*,-2
COc1ccc(N(CC(=O)N2CCC(C)CC2)S(=O)(=O)c2c(C)nn(C)c2C)cc1,-1.9,9,15,0.98,-2,2,0.91,2,2
O=C(Nc1ccc(S(=O)(=O)N2CCCC2)cc1Cl)C1=COCCO1,-0.8,-11,-7,0.98,-10,-6,1.1,0,2
Cc1nc(C(=O)N2CCCC(N3CCN(c4ccccc4C)CC3)C2)cs1 (centres undefined),-0.4,-2,-3,1,-3,0,1,0,-3
COc1ccnc(N=CNOCc2cccc(Cl)c2Cl)c1C#N,0.9,6,-2,1,2,-4,0.94,-1,-5
CC(C)(CNC(=O)c1ccc(NS(=O)(=O)c2ccc(F)cc2)cc1)N1CCOCC1,0.1,-23,-2,0.98,3,-2,1.2,-4,2
CN(C)c1cc[n+](CC(=O)c2ccc(OC(F)F)cc2)cc1,0.3,-8,3,1,0,4,1.1,-3,-3
COc1ccc(-n2c(CN3CCN(c4ccccc4OC)CC3)nc3ccc([N+](=O)[O-])cc3c2=O)c(OC)c1,0.9,8,-3,0.84,3,-2,0.92,-3,16
COc1ccc(-c2nn(-c3ccccc3)cc2/C=N/NS(=O)(=O)c2ccccc2)cc1,2.5,5,-1,0.9,-5,0,0.95,0,10
Cc1cccc(C)c1OCc1nnc(SCC(=O)Nc2nccs2)n1-c1ccccc1,-0.2,4,-3,0.89,9,0,0.96,3,11
CC(NC(=O)Cn1c(NCCO)nc2ccccc21)c1ccccc1 (centres undefined),-5.7,22,-7,1,-2,-3,0.78,-4,0
O=C(NC(=S)Nc1ccc(S(=O)(=O)N2CCCCCC2)cc1)c1cccs1,4.7,-15,0,0.74,19,7,1.2,0,26
Cc1cccc(C)c1-n1c(SCC(=O)Nc2ccc(C(=O)O)cc2)nnc1-c1cccc(S(=O)(=O)N(C)C)c1,-0.8,2,-7,1,-4,-1,0.98,-1,-3
O=C(NCC1CCCO1)C1CCCN(Cc2cnn(-c3ccccc3)c2-n2cccc2)C1 (centres undefined),-2.8,-2,-5,0.96,-12,-2,1,-3,4
CC(=O)N1CCN(C(C)=O)C1c1ccccc1,0.3,-13,-5,1,0,-1,1.1,-1,-2
COc1cc([N+](=O)[O-])cc2cc(C(=O)NC(C)(C)C)c(=O)oc12,1.1,6,-1,0.94,-8,0,0.94,-2,6
CNC(=O)CSc1nc2c(c(=O)n(C)c(=O)n2C)n1Cc1ccc(C)cc1,0.5,1,-1,1.1,-7,-2,0.99,-1,-11
O=C(C1CCCCC1)N1CCN(S(=O)(=O)c2cccc([N+](=O)[O-])c2)CC1,-1.5,-20,-1,0.97,2,-4,1.2,4,2
CC(COc1ccccc1Cc1ccccc1)N1CCCCC1 (centres undefined),x,40*,-7,0.91,x,-4,0.6,-7,9
O=C(NCc1ccco1)C1CCN(C(=O)c2cc3sccc3n2Cc2ccc(Cl)cc2)CC1,2.9,-16,-5,1.4,-4,-4,1.2,-5,-38
Cc1nnc(NC(=O)CSc2nnc(CNC(=O)c3ccc(S(=O)(=O)N(C)C)cc3)o2)s1,-0.4,-17,-3,0.83,2,0,1.2,-1,17

# Ordered by count of non-hydrogen atoms (low to high): part of the list above.
SMILES,MPTP block,hIAP block,A3G deaminase,mIAP activ,ATG4B inhibitor,APOBEC3A inh,hIAP activ,beta cell repl,mIAP block
O=C(Nc1ccc(S(=O)(=O)N2CCCC2)cc1Cl)C1=COCCO1,-0.8,-11,-7,0.98,-10,-6,1.1,0,2
O=C(NC(=S)Nc1ccc(S(=O)(=O)N2CCCCCC2)cc1)c1cccs1,4.7,-15,0,0.74,19,7,1.2,0,26
Cc1cccc(C)c1-n1c(SCC(=O)Nc2ccc(C(=O)O)cc2)nnc1-c1cccc(S(=O)(=O)N(C)C)c1,-0.8,2,-7,1,-4,-1,0.98,-1,-3

# More records follow:
SMILES,MPTP block,hIAP block,A3G deaminase,mIAP activ,ATG4B inhibitor,APOBEC3A inh,hIAP activ,beta cell repl,mIAP block
CCCCOC(=O)Nc1nnc(CCc2ccccc2)s1,4.9,-6,-8,1,-3,1,1.1,-1,-4
CCOC(=O)Cc1nnc(NC(=O)c2cccc(OCC)c2)s1,-0.1,-19,-4,1.1,-8,-5,1.2,-3,-11
COc1ccc(OC)c(N(CC(=O)NN=C2CCN(C)CC2)S(=O)(=O)c2ccccc2)c1,1.5,-8,-9,1,2,-3,1.1,-3,-2
Cc1cc(C)c(C#N)c(SCC(=O)c2cc(C)n(CCc3ccccc3)c2C)n1,1.0,-6,-6,0.99,-3,-4,1.1,-2,1
O=[N+]([O-])c1ccc(N2CCCCC2)cc1N1CCOCC1,3.3,14,-7,0.91,3,-7,0.86,0,9
CCOc1ccc(S(=O)(=O)NCCC(=O)N2CCN(c3ncccn3)CC2)cc1,-0.8,-3,-3,0.91,-11,-3,1,-4,10
O=C(CNC(=O)c1ccco1)OCC(=O)c1ccc(Cl)cc1Cl,0.7,4,0,1,-1,3,0.96,-4,-4
CN(c1ccc(OCC(=O)OCC(=O)c2c(N)n(C)c(=O)n(C)c2=O)cc1)S(=O)(=O)c1ccc2ccccc2c1,1.3,11,-5,0.94,-6,3,0.89,-6,6
O=S(=O)(c1ccc(Br)s1)N1CCN(c2ccc(F)cc2)CC1,0.6,-9,-11,0.92,0,-1,1.1,1,8
CCCc1nnc(SCC(=O)N(CC)CC)n1CC1CCCO1 (centres undefined),1.7,5,-8,1,1,-2,0.95,0,-2
O=C(NC(=S)N1CCc2ccccc21)c1ccc(Br)o1,-4.8,23,-16,0.84,4,-2,0.77,-4,16
COC(=O)c1cccc(Nc2ccc([N+](=O)[O-])cn2)c1,0.0,8,-2,0.92,2,2,0.92,-1,8
O=C(Cn1ccc2ccccc2c1=O)NCCC(=O)Nc1cccc(Cl)c1,0.8,-10,-8,0.81,1,-4,1.1,-2,19
COc1ccc(/C=C/c2nc3sc4c(c3c(=O)o2)CCC4)cc1,-2.0,20,-3,0.86,1,1,0.8,-4,14
Fc1ccccc1Cn1cc(C(=S)N2CCOCC2)c2ccccc21,2.2,9,-4,0.91,-2,1,0.91,-3,9
CC(C)C(=O)N1CCC2(CC1)Oc1ccc(Cl)cc1C(=O)C21CC(c2ccccc2)=NO1 (centres undefined),-0.3,2,-8,1.1,-6,-7,0.98,-8,-11
O=C1CCN(Cc2ccccc2)C=C1c1ccc(Cl)cc1,1.7,19,-6,1,9,-5,0.81,-1,-1
Cc1ccc(C)c(Cn2nnc3c(=O)[nH]c(C(=O)Nc4ccc(F)cc4)nc32)c1,1.7,-19,-6,0.97,7,-5,1.2,-5,3
CC(=O)c1cc(C)ccc1OC(=O)c1ccco1,-0.2,5,-8,1,7,-1,0.95,1,-1
Cc1onc(-c2ccccc2)c1C(=O)N/N=C/c1c(F)cccc1Cl,-0.3,-20,-10,1,5,-1,1.2,-4,-3
Cc1cccc(N2CCN(C(=O)CCCOc3ccccc3)CC2)c1C,1.2,13,-5,0.96,2,1,0.87,-4,4
COc1ccc(C(C)=O)cc1COC(=O)c1cc(C)nc2ccccc12,-0.8,7,-8,0.87,7,-2,0.93,2,13
N=C(c1ccc([N+](=O)[O-])cc1)N1CCCCC1,-0.4,17,-6,0.99,2,-4,0.83,3,1
CC(C(=O)NC1CCCCC1)N1C(=O)C2C3C=CC(C3)C2C1=O (centres undefined),-1.0,-18,-5,0.95,-8,-2,1.2,-5,5

# High-throughput results: PubChem BioAssay, Sanford-Burnham Center for Chemical Genomics
